Assay outcomes: PubChem BioAssay, National Center for Advancing Translational Sciences (NCATS)
AmpC inh no detg – qHTS Inhibitors of AmpC Beta-Lactamase (assay without detergent); AmpC nitrocefin hydrolysis, absorbance 480 nm, 0.0001% Triton; Potency, µM (series often up to 57.1 µM), inactives show top-dose activity change, negative = inhibition, hits mostly inhibitors; 0.52% of 330,000 active; AID 485341, 2010;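 further: potency means the concentration at half of the fitted maximal effect; plate controls were no compound for no effect and no enzyme for full effect; nearly all actives have a fitted effect of over 20% in size; some results filed as inactive show a strong effect at the top dose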
Target sequence (P00811 whole entry, looked up): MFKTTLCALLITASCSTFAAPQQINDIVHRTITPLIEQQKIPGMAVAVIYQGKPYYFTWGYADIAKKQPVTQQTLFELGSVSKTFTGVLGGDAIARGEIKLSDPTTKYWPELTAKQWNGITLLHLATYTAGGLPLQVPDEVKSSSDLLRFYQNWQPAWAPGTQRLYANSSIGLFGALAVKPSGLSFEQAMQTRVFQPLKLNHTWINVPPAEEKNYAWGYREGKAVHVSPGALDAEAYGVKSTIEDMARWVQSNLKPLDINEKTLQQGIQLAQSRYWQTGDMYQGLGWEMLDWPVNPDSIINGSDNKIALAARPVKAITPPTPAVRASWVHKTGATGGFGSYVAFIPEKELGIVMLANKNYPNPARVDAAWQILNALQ
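AmpC (5.3 nM in the dispensed reagent) in 20 mM phosphate pH 7.0 with 0.01% (detergent screen) or 0.0001% Triton X-100 was preincubated with compounds for 15 min at room temperature. Nitrocefin was then added from an 800 uM solution, and hydrolysis was followed at 480 nm.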
HCV inh – qHTS Assay for Inhibitors of Hepatitis C Virus (HCV). Potency, µM (titrated, usually from 41.8 µM), inactives show top-dose activity change, negative = inhibition, actives largely listed as inhibitors. 3.4% of 340,000 active. Huh7.5.1 HCVcc-Cre infection, luciferase reporter, 44 h; further: potency means the concentration at half of the fitted maximal effect
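Seed cells (1,000/well) for 4 h; treat with compound and infect with HCVcc-Cre, moi about 0.5. Incubate 44 h, then detect luciferase activity.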
Giardia FBPA inh – qHTS Assay for Inhibitors of Fructose-1,6-bisphosphate Aldolase from Giardia Lamblia; Potency, µM (highest dose often 59.6 µM), inactives show at the highest dose activity, negative = inhibition, hits mostly inhibitors; 0.71% of 290,000 active; A8B2U2; purified Giardia FBPA; further: potency means the concentration at half of the fitted maximal effect; nearly all actives have a fitted effect of over 55% in size
Target sequence (A8B2U2 whole entry, looked up): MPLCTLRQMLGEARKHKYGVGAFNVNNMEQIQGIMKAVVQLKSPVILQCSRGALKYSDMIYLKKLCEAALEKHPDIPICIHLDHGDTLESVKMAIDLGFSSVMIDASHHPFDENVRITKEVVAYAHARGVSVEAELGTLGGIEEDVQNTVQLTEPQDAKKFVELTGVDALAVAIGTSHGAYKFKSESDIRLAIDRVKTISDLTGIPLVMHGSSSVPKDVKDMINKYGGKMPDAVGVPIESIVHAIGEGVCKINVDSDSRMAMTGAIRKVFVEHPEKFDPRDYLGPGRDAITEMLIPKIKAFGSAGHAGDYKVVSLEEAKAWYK
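Giardia FBPA (40 nM reagent) was preincubated 10 min at RT with compound (up to 57.5 uM final), then substrate plus GAPDH/TPI/NAD/arsenate coupling system with diaphorase/resazurin was added; resorufin fluorescence (525/598 nm) was read after 20 min.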
AmpC inh detg – qHTS Inhibitors of AmpC Beta-Lactamase (assay with detergent) | AmpC hydrolysis of nitrocefin, absorbance 480 nm, 0.01% Triton | 0.041% of 370,000 active | AID 485294, 2010 | Potency, µM (series often up to 114 µM), inactives show at the highest dose activity change, negative = inhibition, actives largely listed as inhibitors | P00811;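 further: potency means the concentration at half of the fitted maximal effect; 0% = no-compound wells and -100% = no-enzyme wells; nearly all actives have a fitted effect of over 25% in size; some results filed as inactive show a strong effect at the top dose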
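20 mM phosphate pH 7.0 + 0.01% (detergent screen) or 0.0001% Triton X-100; 5.3 nM AmpC reagent; cpd preinc 15 min RT; nitrocefin (800 uM stock) to start; A480 q20 s × 4 min; Activity was normalised to no-enzyme and no-compound control wells.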
HCMV antiviral – qHTS Assay for inhibitors of the human cytomegalovirus (HCMV). 4.5% of 410,000 active. AID 1259415, 2018. activity change, negative = inhibition, % at 57.5 µM. HFF cells, HCMV-luciferase reporter, 72 h; active compounds read low; in the data active means activity change below about -60%; inconclusive means no clear call, values can overlap the other calls; inactive means above about -39%
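Steps: HFFs plated, 16 h 37C; compounds added; HCMV-luciferase added to MOI 1 PFU/cell; 72 h 37C; OneGlo reagent, 5 min room temperature; luminescence read, normalized to controls.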
Sm TGR block – qHTS Assay for the Inhibitors of Schistosoma Mansoni Peroxiredoxins; Potency, µM (series often up to 114 µM), inactives show at the top dose activity change, negative = inhibition, actives largely listed as inhibitors; AID 485364, 2010; purified TGR, DTNB reduction, TNB absorbance 405 nm; 3% of 360,000 active; Schistosoma mansoni thioredoxin glutathione reductase (TGR), Q962Y6; further: potency means the concentration at half of the fitted maximal effect; nearly all actives have a fitted effect of over 60% in size
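Kinetic colorimetric format: TGR-catalysed, NADPH-driven DTNB reduction monitored via TNB absorbance. Enzyme dispensed at 20 nM; compound exposure 15 min at room temperature before reaction start.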
* = called active by the depositor; ? = inconclusive; / = not tested or not shown; & = joins results of further samples; [ ] = remark or other dose. Unless noted, the call rests on the fitted dose curve; in most records, active means well fitted curve in the direction sought with a large enough effect; inconclusive means small, poorly fitted or top-dose-only effect, or another doubt; inactive means no such curve, though single readings can be large; an effect the other way counts as inactive or inconclusive. Unless noted, on the % scale 0 is the no-effect control and ±100 the full control effect. Hits appear at their usual frequency; any-hit rate near 9.9%.

SMILES | AmpC inh no detg | HCV inh | Giardia FBPA inh | AmpC inh detg | HCMV antiviral | Sm TGR block
C[C@@H](C(=O)NCc1ccc(S(C)(=O)=O)cc1)[C@@H]1C[C@@]1(C)[C@@H](NC(=O)OCc1ccccc1)c1ccccc1 | 105%[activator] | 4%[8.37 µM] | -1%&6% | -12% | -10 | 0%
CN1/C(=C\C(=O)c2cccs2)Sc2ccccc21 | -24% | ? | -26% | -5% | 219 | -30%
O=C(O)/C=C/c1cn(-c2ccccc2)nc1-c1ccc(-c2ccc([N+](=O)[O-])cc2)o1 | -28% | 4% | -1% | -16% | ? | ?
O=C(CSc1ncnc2c1oc1ccccc12)N1CCc2ccccc2C1 | -19% | / | 2% | -13% | / | 8%
COc1ccc(N2CCN(C(=O)c3ccc(C)c(NC(=O)c4ccco4)c3)CC2)cc1 | 64%[activator] | -2% | / | 4% | 12 | 1.8µM*
CC(=O)N1c2ccc(S(=O)(=O)NCC3CCC(C(=O)NC4CCCCC4C)CC3)cc2CC1C (configuration not stated) | 107%[activator] | -25% | 14% | 2% | 13 | -5%
CCCn1c(N)c(N(C)C)c(=O)n(CC(=O)Nc2ccc(OC(F)(F)F)cc2)c1=O | 0% | -3% | 3% | 5% | 19 | 8%
Clc1ccc(Cn2c(-c3cccnc3Cl)nc3ccccc32)cc1 | 21% | ? | -4% | ? | -14 | 1%
CCOC(=O)CNC(=O)CSc1nnc(NC(=O)c2ccc3c(c2)OCO3)s1 | -15% | 4% | / | -4% | 71 | 3%
CCc1ccc(OCC(=O)O/N=C(\N)c2ccncc2)cc1 | 27% | ? | / | 4% | 33 | -7%
CCCCc1ccc(CC(=O)Nc2cc(S(=O)(=O)N3CCOCC3)ccc2O)cc1 | -17% | 6% | / | -3% | 0 | -7%
CCOc1ccc(CCNC(=O)CSc2nnnn2C)cc1OCC | -1% | -10% | -2% | 8% | -9 | 8%
Cc1cc(-c2ccc(N3C(=O)CCC3=O)c(C)c2)ccc1N1C(=O)CCC1=O | -6% | 29% | 0% | -19% | -6 | 4%
O=C(CN(C(=O)c1csnn1)c1ccccc1F)NCc1ccc2c(c1)OCO2 | -15% | 9% | 1% | -15% | -4 | 0%
COc1ccccc1Nc1ncc(-c2cccs2)s1 | -37% | -10% | 5% | ? | 138 | 8%
CCOC(=O)c1c(NC(=O)CSc2nnc(-c3cccnc3)o2)sc(C)c1C | -19% | ? | 9% | ? | 20 | 0%
CCNc1[nH]c(=O)n(C)c(=O)c1N=O | -6% | 2% | -26% | -2% | -21 | 4%
CS(=O)(=O)Nc1ccc(C(=O)NCCC2=CCCCC2)cc1 | / | 9% | 11% | -1% | 39 | 1%
Cc1cccc(N2CCN(C(=O)CSc3ccsc3[N+](=O)[O-])CC2C)c1 (configuration not stated) | -29% | ? | -7% | -14% | -36 | -32%
N#Cc1c(-c2cccc(Br)c2)cc(-c2cccnc2)nc1N | -3% | -22% | 3% | 0% | ? | 3%
Cc1cccc(NC(=O)CSc2nc3ccc(NC(=O)CSc4nnnn4-c4ccccc4)cc3s2)c1C | -27% | / | -7% | 2% | ? | 26%
Cc1ccc(Cn2nnnc2CN2CCC(NC(=O)C(C)(C)C)CC2)cc1 | 65%[activator] | 12% | ? | -5% | 0 | 1%[57.1 µM]
CN(C)C1=NC[C@H](Cc2ccccc2)N1CCc1ccc(F)cc1 | -4% | 10% | / | 0% | -6 | -10%
COc1ccc(Nc2ncc(C(=O)O)c3ccccc23)cc1 | -33% | -1% | -29% | -9% | 25 | 18%
O=C(CCCOc1ccc(Cl)cc1Cl)NCCc1ccccn1 | 61%[activator] | -13% | / | 5% | 25 | -3%
O=C(CN(C1CCCCC1)S(=O)(=O)c1ccccc1)NCc1cccnc1 | -15% | 5% | -2% | -3% | -6 | -24%
Cn1cc2cccc([N+](=O)[O-])c2n1 | -2% | 15% | -5% | 1% | 38 | -4%
COc1cc(CCC(=O)N2CCN(c3ncccn3)CC2)cc(OC)c1OC | -4% | -22% | 5% | -5% | -16 | -11%
COc1cc(Cl)c(NS(=O)(=O)c2ccc(-c3ccc(=O)[nH]n3)o2)c(OC)c1 | -3% | 2% | / | -8% | -14 | ?
Cc1ccccc1N1CC(O)(c2cccs2)[N+]2=C1CCCC2 (configuration not stated) | -46% | ? | 3% | -1% | -60* | 1%
O=C(CSc1nnnn1C1CC1)Nc1cc(S(=O)(=O)N2CCCC2)ccc1Cl | -23% | -23% | / | / | -26 | /
O=c1c(-c2ccc(O)cc2)coc2cc(OC3OC(CO)C(O)C(O)C3O)ccc12 (configuration not stated) | -16% | 23% | 0% | -9% | ? | -10%
Cc1ccc(C(C(=O)NC2CCCCC2)N(CC2CCCO2)C(=O)CNC(=O)c2ccco2)cc1 (configuration not stated) | -2% | 2% | 2% | -3% | -20 | -18%
CCCCn1c(N)c(N(CC(C)C)C(=O)C2CCN(S(=O)(=O)c3ccc(C)c(C)c3)CC2)c(=O)[nH]c1=O | 1% | -20% | -2% | ? | 17 | 16%
CC1CCCCC1Nc1ncnc2sccc12 (configuration not stated) | -12% | ? | -13% | -19% | ? | -9%
CCOC(=O)CCSc1nnc(-c2cccnc2)n1-c1ccccc1OC | -2% | 15% | 2% | 3% | 53 | -8%
O=C(COC(=O)CCc1nc2ccccc2c(=O)[nH]1)NC(c1ccccc1)c1ccccc1 | -48% | 5% | 1% | -6% | -13 | -5%
O=[N+]([O-])c1ccc(-n2nnnc2CN2CCCCC2)cc1 | -18% | -2% | -8% | -2% | ? | -16%
NNC(=O)Cn1c(-c2ccccc2)cc(=O)n2ncnc12 | -29% | 14% | 5% | -5% | -23 | -1%
Cc1ccc(C(=O)C2=C(O)C(=O)N(CC3CCCO3)C2c2ccccc2F)o1 (configuration not stated) | -18% | 12% | -5% | -9% | -8 | -15%
CCCCN(CC)CCCNC(=S)Nc1ccc2nc3n(c(=O)c2c1)CCCCC3 | -3% | -30% | 0% | ? | ? | -27%
Cc1cc(C)c(OCCN2CC(C)OC(C)C2)c(Br)c1 (configuration not stated) | 65%[activator] | -3% | ? | 4% | -20 | /
CC1(C)CC(=O)C(C(C2=C(O)CC(C)(C)CC2=O)c2ccc(Br)s2)C(=O)C1 (configuration not stated) | -28% | 4% | -1% | ? | -7 | 10µM*
Cn1c(N)c(C(=O)COC(=O)/C=C/c2ccccc2F)c(=O)n(C)c1=O | 104%[activator] | -8% | / | / | 18 | /
O=C(CCNc1ccc(F)cc1)c1cc2ccccc2o1 | -39% | ? | -1% | -4% | -3 | 0.32µM*
CCCCC(=O)Nc1cccc(OCc2cc(=O)n3ccccc3n2)c1 | / | / | / | 21% | 1 | -1%
COc1ccc(CNC(=O)c2ccc(C(C)C)cc2)cc1 | -29% | 15% | -4% | -3% | 97 | 0%
COc1ccc(NC(=O)/C=C/c2cc(OC)c(OC)c(OC)c2)cn1 | -9% | -1% | 1% | 1% | -32 | 45µM*
Cc1cc(C)n(-c2cc(C(C)(C)C)nc3c(-c4ccccc4)cnn23)n1 | 73%[activator] | ? | -10% | -9% | 38 | 7%
COC(C(=O)Nc1ccnn1C1CCN(C(=O)c2cccc(F)c2)CC1)c1ccccc1 (configuration not stated) | 18% | 4% | 2% | -5% | ? | -1%

Part of the list above in a different format:
Values run as follows: AmpC inh no detg	HCV inh	Giardia FBPA inh	AmpC inh detg	HCMV antiviral	Sm TGR block
- O=C(COC(=O)CCc1nc2ccccc2c(=O)[nH]1)NC(c1ccccc1)c1ccccc1
  -48%	5%	1%	-6%	-13	-5%
- O=[N+]([O-])c1ccc(-n2nnnc2CN2CCCCC2)cc1
  -18%	-2%	-8%	-2%	?	-16%
- NNC(=O)Cn1c(-c2ccccc2)cc(=O)n2ncnc12
  -29%	14%	5%	-5%	-23	-1%
- Cc1ccc(C(=O)C2=C(O)C(=O)N(CC3CCCO3)C2c2ccccc2F)o1 (configuration not stated)
  -18%	12%	-5%	-9%	-8	-15%
- CCCCN(CC)CCCNC(=S)Nc1ccc2nc3n(c(=O)c2c1)CCCCC3
  -3%	-30%	0%	?	?	-27%
- Cc1cc(C)c(OCCN2CC(C)OC(C)C2)c(Br)c1 (configuration not stated)
  65%[activator]	-3%	?	4%	-20	/
- CC1(C)CC(=O)C(C(C2=C(O)CC(C)(C)CC2=O)c2ccc(Br)s2)C(=O)C1 (configuration not stated)
  -28%	4%	-1%	?	-7	10µM*
- Cn1c(N)c(C(=O)COC(=O)/C=C/c2ccccc2F)c(=O)n(C)c1=O
  104%[activator]	-8%	/	/	18	/
- O=C(CCNc1ccc(F)cc1)c1cc2ccccc2o1
  -39%	?	-1%	-4%	-3	0.32µM*
- CCCCC(=O)Nc1cccc(OCc2cc(=O)n3ccccc3n2)c1
  /	/	/	21%	1	-1%
- COc1ccc(CNC(=O)c2ccc(C(C)C)cc2)cc1
  -29%	15%	-4%	-3%	97	0%
- COc1ccc(NC(=O)/C=C/c2cc(OC)c(OC)c(OC)c2)cn1
  -9%	-1%	1%	1%	-32	45µM*
- Cc1cc(C)n(-c2cc(C(C)(C)C)nc3c(-c4ccccc4)cnn23)n1
  73%[activator]	?	-10%	-9%	38	7%
- COC(C(=O)Nc1ccnn1C1CCN(C(=O)c2cccc(F)c2)CC1)c1ccccc1 (configuration not stated)
  18%	4%	2%	-5%	?	-1%

Remaining list, next part
SMILES | AmpC inh no detg | HCV inh | Giardia FBPA inh | AmpC inh detg | HCMV antiviral | Sm TGR block
COc1ccc(NC(=O)c2ccc(NCCCN3CCOCC3)c([N+](=O)[O-])c2)cc1 | 18% | 13µM* | -4% | ? | -1 | -9%
COCCNC(=O)Cn1cnc2sc(C)c(S(=O)(=O)N3CCN(c4ccccc4OC)CC3)c2c1=O | -1% | 8% | -2% | ? | -18&18 | -2%&3%
Cc1ccccc1CC1(CO)CCCN(C(=O)c2ccc(F)cc2)C1 (configuration not stated) | 40% | 3% | 0% | 5% | 34 | 2%
COC(=O)Nc1snnc1C | -14% | 2% | 5% | ? | -5 | 9%
CCN1CCN(c2cc(=O)n(Cc3ccc(F)cc3)c(=O)[nH]2)CC1 | -3% | -6% | 0% | 7% | 26 | -33%
O=C(O)/C=C\C(=O)Nc1ccc(OCc2ccccc2)cc1 | -54% | 6% | 27% | -15% | 0 | -12%
CN(CC(=O)Nc1ccc(F)cc1)C(=O)CSc1nnc(Cc2ccccc2)o1 | 4% | ? | / | / | 3 | /
